Bioassay records from PubChem.
TRPC4 PAM: allosteric potentiators of mouse TRPC4 channel; Q9QUQ5; 0.42% of 310,000 active; HEK293 TRPC4beta/mu-opioid, DAMGO EC20, Fluo-4 Ca2+ flux; hits give high values; B-score at 10 µM;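 active means B-score of calcium response area above 5 SD of library B-scores, with initial fluorescence ratio within 5 SD of library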;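 further: B-score of integrated fluorescence ratio over time as area under calcium response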
KCNK3 block: human KCNK3 channel inhibition, primary screen. AID 602410. B-score at 10 µM. 0.84% of 340,000 active. CHO-KCNK3 thallium flux, FluxOR fluorescence; hits give low values. O14649;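 active means B-score under library mean minus 4 SD, starting fluorescence ratio at most library mean plus 5 SD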;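 further: more negative B-score means stronger inhibition of thallium flux through KCNK3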
Target sequence (O14649 whole entry, looked up): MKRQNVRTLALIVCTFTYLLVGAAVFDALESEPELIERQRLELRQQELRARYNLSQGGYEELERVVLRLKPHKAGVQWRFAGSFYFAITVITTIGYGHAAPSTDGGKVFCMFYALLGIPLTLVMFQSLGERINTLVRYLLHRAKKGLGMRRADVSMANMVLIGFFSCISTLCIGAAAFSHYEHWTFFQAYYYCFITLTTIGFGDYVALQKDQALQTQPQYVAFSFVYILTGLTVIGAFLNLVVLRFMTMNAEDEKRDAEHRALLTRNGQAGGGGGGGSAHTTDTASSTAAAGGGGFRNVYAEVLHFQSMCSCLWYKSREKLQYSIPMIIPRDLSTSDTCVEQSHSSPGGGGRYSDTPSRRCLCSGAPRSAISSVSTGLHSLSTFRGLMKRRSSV
DYRK1A inh: Dyrk1A (rat) kinase inhibition; Q63470; inhibition, % at 12.5 µM; AID 504441; ADP-Glo luminescence, NFATc1 peptide; 0.43% of 310,000 active; in the data active means inhibition above about 50%;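 further: plate controls were vehicle with enzyme for no effect and no enzyme for full effect; many of its hits are not listed in these tables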
Platelet DG rel: modulates dense granule release in human platelets; AID 1663; 0.22% of 300,000 active; human platelet-rich plasma, SFLLRN dense granule ATP release, luminescence; inhibition, %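 (compounds screened at 7.5 µM in platelet-rich plasma)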;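 active means mean replicate score, as percent of positive control, at or above 50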
KCNK9 block: inhibitors of human KCNK9 two-pore domain potassium channel. HEK293 KCNK9, FluxOR thallium flux fluorescence; hits give low values. Q9NPC2. 1.2% of 310,000 active. AID 488922. B-score at 10 µM;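 active means ratio B-score over 3 SD below the library mean, with starting fluorescence within 5 SD of its mean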;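 further: negative B-score means less thallium flux so channel inhibition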
Target sequence (Q9NPC2 whole entry, looked up, the tested form may be a part): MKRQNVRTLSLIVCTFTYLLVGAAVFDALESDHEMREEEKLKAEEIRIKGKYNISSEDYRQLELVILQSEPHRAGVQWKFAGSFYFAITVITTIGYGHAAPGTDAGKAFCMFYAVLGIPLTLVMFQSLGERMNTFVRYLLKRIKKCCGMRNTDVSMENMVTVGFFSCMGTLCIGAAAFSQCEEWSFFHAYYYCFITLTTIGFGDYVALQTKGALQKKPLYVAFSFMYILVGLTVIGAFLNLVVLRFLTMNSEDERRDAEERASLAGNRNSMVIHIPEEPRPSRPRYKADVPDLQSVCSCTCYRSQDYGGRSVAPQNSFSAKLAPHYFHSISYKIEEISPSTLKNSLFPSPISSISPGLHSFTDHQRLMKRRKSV
KCNQ1 pot: potentiates or activates the human KCNQ1 potassium channel. CHO-K1 KCNQ1, thallium flux FluxOR fluorescence; hits give high values. B-score at 10 µM. 0.35% of 310,000 active;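 active means fluorescence ratio B-score, a plate-corrected score, at least three library SD, with initial intensity B-score within 5 SD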
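Material: CHO-K1 cells stably expressing KCNQ1. Medium: assay buffer for compound exposure, DMSO matched across wells. Reagent: K+/Tl+ depolarizing stimulus. Compound dosing: single-concentration screen. Times: 37 °C overnight plating, 90-min dark dye load, 20-min compound pretreatment. Technique: FluxOR Tl+ flux fluorescence.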
TRPC4 agonist: activators of mouse TRPC4 channel; Q9QUQ5; HEK293 TRPC4beta/mu-opioid, Fluo4 calcium fluorescence; hits give high values; B-score at 10 µM; 0.49% of 310,000 active; AID 2237;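 active means B-score above 5 SD of library B-scores, and initial fluorescence ratio not above library mean plus 5 SD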;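 further: positive B-score marks a calcium rise read as TRPC4 activation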
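System – HEK293 cells stably co-expressing mouse TRPC4beta and mu-opioid receptor · Signal – Fluo4 calcium-sensitive dye fluorescence, kinetic, 1 Hz baseline · Benchmarks – buffer (low) and maximal DAMGO (high) · Read-out – B score of integrated fluorescence ratio per well · Incubation – dye loading 45 min room temperature, 110 s kinetic read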
KCNQ1 block: blocks the human KCNQ1 potassium channel; AID 2642; B-score at 10 µM; 1.3% of 310,000 active; P51787; CHO-K1 KCNQ1, FluxOR thallium flux fluorescence; hits give high values;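 active means compounds whose thallium flux B-score, printed positive for inhibition, exceeds three library SD while starting fluorescence stays within three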;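 further: channel opened by potassium depolarization with thallium stimulus after 20 min compound exposure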
PolyA inhibitor: blocks polyadenylation in yeast reporter cells. S. cerevisiae SKY197-pL101 polyadenylation reporter, beta-gal luminescence; efflux-impaired pdr1/pdr3 knockout yeast; score 100 = 6 SD above DMSO. calls only at 12 µM. 0.02% of 300,000 active;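 active means lowest replicate activity score at least 50, where 100 means six control SD above control mean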;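 further: yeast exposed to compound for 9 h at 30 °C; higher score means more reporter readthrough which indicates perturbed polyadenylation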
hERG protect: hERG (human) protection from proarrhythmic block | Q12809 | CHO-hERG, FluxOR thallium flux, dofetilide IC70 present | activation (rescue from dofetilide block), less the hit threshold, % at 10 µM | 0.51% of 310,000 active;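 active means activation above the mean of controls blocked by dofetilide plus 5 SD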;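 further: thallium influx through hERG after potassium depolarization seen as dye fluorescence rise; in these data hits start at about 4.7%; inactives centre near -7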
TRPC4 inh: inhibitors of mouse TRPC4 channel. HEK293 TRPC4beta/mu-opioid, DAMGO-evoked Fluo4 calcium flux; hits give low values. B-score at 10 µM. 0.39% of 300,000 active. AID 2247;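 active means B-score over 3 SD under the library average, no early fluorescence shift, positive overall ratio signal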
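System: stable TRPC4beta/mu-opioid receptor HEK293 cells; Dosing: single-point compound dosing; Measured by: Fluo4 Ca2+ flux fluorescence; Read-out basis: per-well B score of integrated baseline-normalized Fluo4 ratio.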
An asterisk follows results filed as active; i = inactive; nt = no result given. Only part of the results is shown. The share of hits here may be higher or lower than overall.

SMILES	TRPC4 PAM	KCNK3 block	DYRK1A inh	Platelet DG rel	KCNK9 block	KCNQ1 pot	TRPC4 agonist	KCNQ1 block	PolyA inhibitor	hERG protect	TRPC4 inh
CCOC(=O)C1(C)/C(=N/Nc2ccc(Cl)cc2)C(=O)C(=O)N1c1ccccc1 (centres undefined)	i	i	-2.5	-3.5	i	i	i	i	i	-7.2	i
CCN(CC)CCNC(=O)c1ccc(NC(=O)Cc2ccccc2F)cc1	i	i	1.0	17.0	i	i	i	i	i	-5.5	i
Cc1ccc(NS(=O)(=O)c2csc(C(N)=O)c2)cc1C	i	i	-1.9	5.8	i	i	i	i	i	-6.1	i
CCOC(=O)N1CCC(NC(=O)c2cn(-c3ccc(OC)cc3)c(=O)c3ccccc23)CC1	i	i	-5.9	2.8	i	i	i	i	i	-7.1	i
CC(=O)Nc1cccc(NC(=O)COc2ccccc2C)c1	i	i	17.5	8.4	i	i	i	i	i	0.7	i
CCN(Cc1ccccc1)C(c1ccncc1)c1nnnn1C(C)(C)C (centres undefined)	i	i	8.7	-9.8	i	i	i	i	i	0.2	i
N/C(=N\OC(=O)CCCN1C(=O)c2ccccc2C1=O)c1ccc(Cl)cc1	i	i	2.8	1.2	i	i	i	i	i	-9.4	i
NC(=O)C1CC(=O)N(Cc2ccc3c(c2)OCO3)C(=Nc2ccccc2)S1 (centres undefined)	i	i	5.3	-0.3	i	i	i	i	i	-1.8	i
Cc1cccc(N2CC3=C(C2=O)C(c2ccccc2)NC(=O)N3C)c1 (centres undefined)	i	i	-1.3	3.1	i	i	i	i	i	-15.9	i
Cc1ccc([N+](=O)[O-])cc1NC(=O)CN1CCC(C)CC1	i	i	-5.1	1.1	i	i	i	i	i	-10.9	i
CC1(C)CC(=O)C2=C(C1)OC(N)=C(C#N)C21C(=O)N(CN2CCOCC2)c2ccccc21 (centres undefined)	i	i	2.2	-7.1	i	i	i	i	i	-8.7	i
CCc1ccccc1-n1c(SCC(=O)NC)nnc1-c1ccco1	i	i	8.0	nt	i	i	i	i	i	-7.2	i
Cn1nnc(NC(=S)NC(=O)c2cccc3ccccc23)n1	i	i	-0.1	-2.5	i	i	i	i	i	-5.6	i
Cc1ccc(C(O)(C(=O)NN(C(=O)c2ccccc2)c2ccccc2)c2ccc(C)cc2)cc1	i	i	-5.2	6.6	i	i	i	i	i	-7.4	i
COc1ccc(-c2ccc(=O)n(CC(=O)NCC3COCCO3)n2)cc1 (centres undefined)	i	i	2.8	0.3	i	i	i	i	i	-7.9	i
Cc1cc(OCC(=O)NCCN2CCOCC2)cc(C)c1Cl	i	i	-2.6	-4.4	i	i	i	i	i	-7.9	i
COCc1cc(=O)[nH]c(SCC(=O)Nc2ccccc2)n1	i	i	nt	-4.2	i	i	i	i	i	-11.5	i
COc1ccc(C)cc1NC(=O)CSc1nc(SC)ns1	i	i	-1.3	26.6	i	i	i	i	i	-11.1	i
COc1ccc(CC(=O)c2ccc(OC)c(OC)c2)cc1	i	i	-1.9	-12.5	i	i	i	i	i	-3.7	i
Cc1ccc(OCC(=O)c2cc(C)n(C3CC3)c2C)c([N+](=O)[O-])n1	i	i	3.1	7.0	i	i	i	i	i	-1.1	i
CCOc1ccccc1NC(=O)c1ccccc1NC(=O)c1ccco1	i	i	-9.5	-1.8	i	i	i	i	i	-9.8	i
CC(C)c1ccc(NC(=O)CSc2nc3ncccc3[nH]2)cc1	i	i	6.4	-2.6	i	i	i	i	i	-3.9	i
COC(C[C@H]1O[C@H]1C(=O)COCc1ccccc1)OC	i	i	3.1	-2.3	i	i	i	i	i	-8.1	i
Cc1cc(C)cc(N=c2c([N+](=O)[O-])nn(-c3ccc4c(c3)OCCO4)n2O)c1	i	i	-2.8	7.2	i	i	i	i	i	-6.0	i
COc1ccc(/C=C/C(=O)OCc2cc(=O)n3c(n2)sc2ccccc23)cc1	i	i	13.3	-2.5	i	i	i	i	i	-11.4	i

Profiles, quoted from the list:
Results for `CCN(Cc1ccccc1)C(c1ccncc1)c1nnnn1C(C)(C)C` (centres undefined) : TRPC4 PAM = i; KCNK3 block = i; DYRK1A inh = 8.7; Platelet DG rel = -9.8; KCNK9 block = i; KCNQ1 pot = i; TRPC4 agonist = i; KCNQ1 block = i; PolyA inhibitor = i; hERG protect = 0.2; TRPC4 inh = i
Results for `Cc1ccc(OCC(=O)c2cc(C)n(C3CC3)c2C)c([N+](=O)[O-])n1` : TRPC4 PAM = i; KCNK3 block = i; DYRK1A inh = 3.1; Platelet DG rel = 7.0; KCNK9 block = i; KCNQ1 pot = i; TRPC4 agonist = i; KCNQ1 block = i; PolyA inhibitor = i; hERG protect = -1.1; TRPC4 inh = i

Following part
SMILES	TRPC4 PAM	KCNK3 block	DYRK1A inh	Platelet DG rel	KCNK9 block	KCNQ1 pot	TRPC4 agonist	KCNQ1 block	PolyA inhibitor	hERG protect	TRPC4 inh
O=C(c1cc(=O)[nH]c2ccccc12)N1CCN(S(=O)(=O)c2ccc3ccccc3c2)CC1	i	i	-0.4	4.2	i	i	i	i	i	-35.9	i
Cn1c(Cc2ccccc2)nnc1SCc1ccc(C(=O)O)cc1	i	i	0.4	5.9	i	i	i	i	i	-6.3	i
CCOc1cccc(OCCOc2ccccc2[N+](=O)[O-])c1	i	-8.7*	7.8	-5.6	-7.22*	i	i	i	i	-2.5	i
COc1ccc(C(C#N)(CCC#N)CCC#N)cc1OC	i	i	-7.8	-0.5	i	i	i	i	i	-11.4	i
Cc1ccc(S(=O)(=O)NCC(=O)N2CCN(S(=O)(=O)c3ccc(Cl)cc3)CC2)cc1C	i	i	-2.0	2.4	i	i	i	i	i	-8.4	i
Cc1ccc(NC(=O)c2cc(NC(=O)C3CC=CCC3C(=O)O)ccc2N2CCOCC2)cc1Cl (centres undefined)	i	i	-2.8	-4.3	i	i	i	i	i	-3.9	i
CC(=O)Nc1ccc(NC(=O)[C@@H]2CCCC[C@@H]2C(=O)O)cc1	i	i	-1.6	1.0	i	i	i	i	i	-6.4	i
Cc1cc(Br)c(NC(=O)COC(=O)CSc2nnc(-c3ccc(Cl)cc3)o2)c(Br)c1	i	i	-6.7	6.9	i	i	i	i	i	-2.9	i
c1ccc2c(-c3cn4ccccc4n3)c[nH]c2c1	i	nt	nt	0.3	i	i	i	i	i	-16.2	-9*
CNc1ccc(OC(F)F)cc1C(=O)c1ccccc1	i	i	-6.5	7.3	i	i	i	i	i	-6.7	i
COc1ccc2cc(C(=O)Nc3ccccc3)sc(=O)c2c1OC	i	i	-6.3	7.3	i	i	i	i	i	-3.7	i
O=C(CCc1nc2ccccc2c(=O)[nH]1)N1CCN(C/C=C/c2ccccc2)CC1	i	i	-8.3	1.1	i	i	i	i	i	-19.2	i
O=C(NCC1CCCO1)c1csc2c1CCCC2 (centres undefined)	i	i	-0.3	1.6	i	i	i	i	i	1.3	i
O=C1Cc2cc(S(=O)(=O)Nc3cccc([N+](=O)[O-])c3)cc3c2N1CCC3	i	i	-0.6	2.6	i	i	i	i	i	-9.2	i
COc1ccc([N+](=O)[O-])cc1NC(=O)CCCOc1ccccc1	i	i	-6.8	2.2	i	i	i	i	i	-5.5	i
O=C(CN(CC1CCCO1)C(=O)CNS(=O)(=O)c1ccc(F)cc1)NCc1ccccc1 (centres undefined)	i	i	-5.1	-1.5	i	i	i	i	i	-0.6	i
CC(C)c1ccccc1OCC(=O)Nc1ccccc1C(=O)N1CCOCC1	i	i	nt	9.0	i	i	i	i	i	-6.7	i
CC(OC(=O)CSc1ccc([N+](=O)[O-])cc1)C(=O)NCc1ccccc1 (centres undefined)	i	i	-1.6	-4.5	i	i	i	i	i	-7.2	i
Cc1ccc(NC(=O)c2ccc3ccccc3n2)nc1	i	i	8.1	-1.4	i	i	i	i	i	-14.0	i
CC(=O)Nc1ccc(NC(=O)/C(=C/c2ccco2)NC(=O)c2ccccc2)cc1	i	i	3.2	-0.7	i	i	i	i	i	-8.8	i
COC(=O)c1ccccc1C(=O)N1CCOCCN(C(=O)c2ccccc2C(=O)OC)CCOCC1	i	i	5.7	1.0	i	i	i	i	i	-9.8	i
CC(C)NCCCOc1ccc(C(C)(C)c2ccccc2)cc1	i	i	1.9	3.7	i	i	i	i	i	0.8	i
CSc1ccc(C#N)cc1NC(=O)c1ccc(Cl)nc1	i	i	1.2	5.1	i	i	i	i	i	-8.7	i
C#CCOCCOCCOCCNc1nc(N2CCN(C(=O)[C@H](CCC(=O)O)n3cc(C(N)CO)nn3)CC2)nc(N2CCN(C(=O)[C@H](CCC(=O)O)n3cc(C(N)CC(C)C)nn3)CC2)n1 (some centres undefined)	i	nt	nt	1.6	i	i	i	i	i	0.2	i

Part of the list above, with two lines to a compound:
Values in the order: TRPC4 PAM	KCNK3 block	DYRK1A inh	Platelet DG rel	KCNK9 block	KCNQ1 pot	TRPC4 agonist	KCNQ1 block	PolyA inhibitor	hERG protect	TRPC4 inh
- O=C(c1cc(=O)[nH]c2ccccc12)N1CCN(S(=O)(=O)c2ccc3ccccc3c2)CC1
    i	i	-0.4	4.2	i	i	i	i	i	-35.9	i
- Cn1c(Cc2ccccc2)nnc1SCc1ccc(C(=O)O)cc1
    i	i	0.4	5.9	i	i	i	i	i	-6.3	i
- CCOc1cccc(OCCOc2ccccc2[N+](=O)[O-])c1
    i	-8.7*	7.8	-5.6	-7.22*	i	i	i	i	-2.5	i
- COc1ccc(C(C#N)(CCC#N)CCC#N)cc1OC
    i	i	-7.8	-0.5	i	i	i	i	i	-11.4	i
- Cc1ccc(S(=O)(=O)NCC(=O)N2CCN(S(=O)(=O)c3ccc(Cl)cc3)CC2)cc1C
    i	i	-2.0	2.4	i	i	i	i	i	-8.4	i
- Cc1ccc(NC(=O)c2cc(NC(=O)C3CC=CCC3C(=O)O)ccc2N2CCOCC2)cc1Cl (centres undefined)
    i	i	-2.8	-4.3	i	i	i	i	i	-3.9	i
- CC(=O)Nc1ccc(NC(=O)[C@@H]2CCCC[C@@H]2C(=O)O)cc1
    i	i	-1.6	1.0	i	i	i	i	i	-6.4	i
- Cc1cc(Br)c(NC(=O)COC(=O)CSc2nnc(-c3ccc(Cl)cc3)o2)c(Br)c1
    i	i	-6.7	6.9	i	i	i	i	i	-2.9	i
- c1ccc2c(-c3cn4ccccc4n3)c[nH]c2c1
    i	nt	nt	0.3	i	i	i	i	i	-16.2	-9*
- CNc1ccc(OC(F)F)cc1C(=O)c1ccccc1
    i	i	-6.5	7.3	i	i	i	i	i	-6.7	i
